# Screens: PubChem, National Center for Advancing Translational Sciences (NCATS)
# KDM5B inhibitor – Primary screen for KDM5B Histone Demethylases FDH-coupled qHTS | Lysine-specific demethylase 5B (Homo sapiens), Q9UGL1 | KDM5B demethylase, FDH-coupled NADH fluorescence (FDH is formaldehyde dehydrogenase) | Potency, µM (series often up to 57.7 µM), for inactives: at the top dose activity change, negative = inhibition, most hits filed as inhibitors | hit rate 2.6% among 220,000; active = well fitted inhibition curve with a large enough effect; inconclusive = small, poorly fitted or top-dose-only effect; inactive = no such curve, though single readings can be large or run the other way; note: 0% is about no effect; nearly all actives have a fitted effect of over 70% in size
# Target sequence (Q9UGL1 whole entry, looked up): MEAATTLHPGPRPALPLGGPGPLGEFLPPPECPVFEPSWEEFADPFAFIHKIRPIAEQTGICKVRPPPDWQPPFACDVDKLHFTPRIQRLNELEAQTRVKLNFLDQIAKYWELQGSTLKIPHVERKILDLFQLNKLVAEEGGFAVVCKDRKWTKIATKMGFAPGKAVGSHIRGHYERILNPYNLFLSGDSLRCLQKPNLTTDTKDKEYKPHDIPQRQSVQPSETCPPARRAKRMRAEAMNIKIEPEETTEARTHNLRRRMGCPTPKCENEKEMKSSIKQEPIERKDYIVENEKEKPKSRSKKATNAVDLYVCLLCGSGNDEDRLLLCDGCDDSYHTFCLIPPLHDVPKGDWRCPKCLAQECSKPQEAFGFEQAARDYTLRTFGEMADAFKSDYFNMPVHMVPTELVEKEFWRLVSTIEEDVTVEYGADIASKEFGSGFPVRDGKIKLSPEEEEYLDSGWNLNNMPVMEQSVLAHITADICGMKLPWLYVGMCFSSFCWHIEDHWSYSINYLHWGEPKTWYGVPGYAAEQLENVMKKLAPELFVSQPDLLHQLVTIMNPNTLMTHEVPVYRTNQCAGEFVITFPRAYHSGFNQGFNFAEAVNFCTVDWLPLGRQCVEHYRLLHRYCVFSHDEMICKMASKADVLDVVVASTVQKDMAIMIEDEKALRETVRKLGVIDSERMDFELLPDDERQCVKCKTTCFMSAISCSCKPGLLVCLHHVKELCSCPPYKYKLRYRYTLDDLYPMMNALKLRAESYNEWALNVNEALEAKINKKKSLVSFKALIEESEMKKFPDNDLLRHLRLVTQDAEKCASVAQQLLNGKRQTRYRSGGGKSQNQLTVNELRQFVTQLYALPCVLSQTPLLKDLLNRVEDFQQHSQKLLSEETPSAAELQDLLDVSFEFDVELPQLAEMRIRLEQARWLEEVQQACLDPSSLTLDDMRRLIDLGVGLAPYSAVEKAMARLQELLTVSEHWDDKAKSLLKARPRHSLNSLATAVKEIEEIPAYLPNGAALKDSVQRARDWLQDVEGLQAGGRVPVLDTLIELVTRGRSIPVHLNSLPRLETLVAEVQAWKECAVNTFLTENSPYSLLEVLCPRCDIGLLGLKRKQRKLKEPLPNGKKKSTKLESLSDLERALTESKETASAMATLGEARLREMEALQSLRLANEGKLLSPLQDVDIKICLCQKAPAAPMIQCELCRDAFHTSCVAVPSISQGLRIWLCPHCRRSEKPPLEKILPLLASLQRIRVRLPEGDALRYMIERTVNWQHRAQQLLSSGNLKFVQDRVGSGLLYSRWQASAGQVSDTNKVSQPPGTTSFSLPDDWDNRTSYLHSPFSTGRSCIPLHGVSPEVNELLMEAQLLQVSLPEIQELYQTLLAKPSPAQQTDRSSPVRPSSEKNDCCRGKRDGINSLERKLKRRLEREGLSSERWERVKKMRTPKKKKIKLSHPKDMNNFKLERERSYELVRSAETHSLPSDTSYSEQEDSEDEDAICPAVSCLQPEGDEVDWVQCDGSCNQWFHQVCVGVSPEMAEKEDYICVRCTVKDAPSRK
#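 KDM5BΔAP (200 nM final) in 50 mM HEPES pH 7.5, 0.01% Tween-20 was preincubated 10 min at RT with compound over a concentration range. Substrate mix (H3K4me3 12.5 µM, α-KG 25 µM, Fe²⁺, ascorbate, NAD⁺, FDH) was added, and NADH fluorescence change over 30 min gave dose-response curves.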
# * = called active by the depositor; i = inactive; ? = inconclusive; [ ] = dose if it differs, or a comment. Potency is the fitted concentration of half-maximal effect.
structure	KDM5B inhibitor
Cc1ccc(-c2cc(-c3coc4ccccc4c3=O)c3c(n2)-c2ccccc2OC3)cc1	-3%
Cc1ccc2oc(-c3ccc(NC(=O)c4ccccc4F)cc3)nc2c1	?
COc1ccc(COCC(O)CN(C)Cc2ccc(OC)c(OC)c2)cc1OC (centres undefined)	-11%
Cc1ncoc1C(=O)N1CCCCCC1c1nnc(-c2ccccc2)o1 (centres undefined)	-14%
CCN1c2cc(C(=O)Nc3ccc(Cl)cc3)ccc2C(=O)N2CCCCC21 (centres undefined)	i
CC(=O)c1ccc2c(c1)OCCOCCOc1ccccc1OCCOCCO2	13%
O=C(Nc1ccnn1C1CCN(Cc2ccc3c(c2)CCO3)CC1)c1ccccc1Cl	-25%
COc1ccc(C2CC(=O)c3cc(-c4nc(-c5cccc([N+](=O)[O-])c5)cs4)c(=O)n(-c4cccc(C)c4)c3C2)cc1 (centres undefined)	3%
CCCn1nc(C(=O)Nc2cccc(C(=O)OC)c2)c2ccccc2c1=O	-27%
COC(=O)[C@@H](CCSC)NC(=O)Nc1ccc(OC)c(Cl)c1	17%
O=S(=O)(Nc1nc2ccccc2nc1Nc1ccc(F)cc1)c1cccs1	-5%
CCOc1ccc(C(=O)Nc2nnc(SCc3cc(=O)n4ccccc4n3)s2)cc1	12%

# Ordered by heavy-atom count (low to high): three of the compounds above
structure	KDM5B inhibitor
Cc1ncoc1C(=O)N1CCCCCC1c1nnc(-c2ccccc2)o1 (centres undefined)	-14%
CCCn1nc(C(=O)Nc2cccc(C(=O)OC)c2)c2ccccc2c1=O	-27%
O=C(Nc1ccnn1C1CCN(Cc2ccc3c(c2)CCO3)CC1)c1ccccc1Cl	-25%

# Next structures follow:
structure	KDM5B inhibitor
Cc1cc(=O)oc2cc(OCC(=O)Nc3nnc(CC(C)C)s3)ccc12	-8%
COC(=O)c1c(C)[nH]c(-c2ccccc2OC)c1C1C(=O)Nc2c(Cl)cccc21 (centres undefined)	?
CCC(=O)N1CCc2cc(Br)cc(S(=O)(=O)N3CCCC(C(=O)NCc4ccccc4)C3)c21 (centres undefined)	-35%
CCOC(=O)C1CCCN(S(=O)(=O)c2ccc3c(c2)CCCN3C(C)=O)C1 (centres undefined)	7%
CCC(=O)NC(C)c1ccc(OC)cc1 (centres undefined)	1%
O=C(COc1ccccc1)N1CCC2(CC1)NC(=O)N(c1ccccc1Cl)N2	-26%
O=C1CC2CCN(C(=O)c3ccc4c(c3)OCO4)CC2CCN1 (centres undefined)	-14%[149 µM]
N#Cc1cccc(CN2CCC3(CCN(Cc4ccncc4)CC3)C(CO)C2)c1 (centres undefined)	0%
Cc1cc(C)n(CCC(=O)N2CCCC(Cc3nc(C4CCOCC4)no3)C2)n1 (centres undefined)	?
O=C(OCC(=O)c1ccc(Cl)cc1Cl)c1ccc2ccccc2n1	-33%
CCCCC(=O)N(CCC)CC1CCOC1 (centres undefined)	-3%
Cc1ccc(-c2nnc(CN3CCC(c4ccn[nH]4)CC3)o2)cc1	12%

# Next records follow:
structure	KDM5B inhibitor
O=C(NCc1cccc(F)c1)N1CCC(OC2CCN(Cc3ccccc3)CC2)CC1	-10%
COC(=O)c1ccc(C2C(C#N)=C(N)OC3=C2C(=O)CC(C)(C)C3)cc1 (centres undefined)	31%[activator]
Cc1cccc(-c2noc(-c3nnn4c3COC(c3ccc(F)cc3)C4)n2)c1 (centres undefined)	24%
CC(=O)c1ccc(OCc2ccccc2)cc1C	18%
Cc1ccc(-c2c(NC(=O)c3cccc([N+](=O)[O-])c3)oc3ccccc3c2=O)cc1	5%
N#Cc1ccc(CN2CCC3(CC2)COc2ccccc2NC3=O)cc1	-7%[86.2 µM]
COc1ccc(C(=O)N[C@@H]2CCC[C@@H]2C(=O)N2CCN(c3ccc(Cl)cc3)CC2)cn1	-18%
CC(=O)Nc1cc(-c2ccc(=O)n(C(C)C(=O)Nc3c(C)cc(C)cc3C)n2)ccc1C (centres undefined)	21%
Cc1cc(C(=O)NCCCOC(C)C)c2ccccc2n1	-13%
Cc1ccc(-n2nc(C(=O)N3CCCCC3)c(=O)n(C)c2=O)cc1	-16%
COc1ccc(CCNC(=O)CNC(=O)Cn2ccc3ccccc3c2=O)cc1OC	-3%
COc1cc(C(=O)NCCc2ccccc2)ccc1OCC(=O)N1CCOCC1	29%

# The results go on:
structure	KDM5B inhibitor
O=C(NC(O)C(=O)c1ccccc1)c1ccccc1 (centres undefined)	12%
COc1ccc(CN2CCC([C@@H]3CNC[C@H]3CO)CC2)c(Cl)c1OC	-14%
CCN1CCCC12Cc1ccccc1CN(C(=O)c1c(C)noc1C)C2 (centres undefined)	-18%[115 µM]
Cc1c(C(=O)Nc2ccc(F)c(F)c2)oc2ccc(S(=O)(=O)N3CCC4(CC3)OCCO4)cc12	-8%
COC[C@]1(O)CCN(C(=O)C2(c3ccc(OC)cc3)CC2)CC1(C)C	-22%
CCOc1ccc(CNC(=O)CCC(=O)N2CCSc3ccccc32)cc1	-14%
Cc1cccc(N2CCN(C(=O)C3CCCN(S(=O)(=O)c4ccc5c(c4)oc(=O)n5C)C3)CC2)c1C (centres undefined)	-7%
CNC(=O)[C@@H]1C[C@@H](n2cc(CN(C)C(=O)c3cc4ccccc4s3)nn2)CN1	5%
CCOc1ccc(CCNC(=O)c2cc3c(=O)[nH]c4ccc(C)cc4c3s2)cc1OCC	?
COc1cccc(N2CCN(C(=O)C3CCN(S(=O)(=O)c4cccc5nonc45)CC3)CC2)c1	12%
CCOc1ccc(CN2CCC(N3CCOCC3)CC2)cc1	?
Cc1cc(NC(=O)Nc2nnc(N3CCCCCC3)s2)ccc1Br	0%

# Continuation:
structure	KDM5B inhibitor
COc1cccc(NC(=O)N2CCC(Cn3cc(C4CCCC4)nn3)CC2)c1	14%
O=C(NCCc1ccccc1)C1CN(S(=O)(=O)C2CC2)CC12CCCCC2 (centres undefined)	-9%
COc1ccc(OC)c(NC(=O)C2CCCN(S(=O)(=O)c3ccc4[nH]c(=O)ccc4c3)C2)c1 (centres undefined)	-12%
COc1ccc(Cl)cc1NC(=O)COc1ccccc1O	-2%
Cc1c(Cl)cccc1NC(=O)c1ncn(-c2ccccc2)n1	10%
COC(=O)N1CC2(Cc3ccccc3N([S+](C)(=O)[O-])C2)C1	9%[86.2 µM]
CCC1(N2CCN(S(=O)(=O)c3ccc(F)cc3F)CC2)CCN(C(=O)C(C)C)C1 (centres undefined)	-4%
Cc1nnc(-c2cc(-c3cnn(C)c3)ccn2)n1-c1ccccc1	-29%[86.2 µM]
Cc1cc(-c2cnc(Nc3ccc(F)cc3)c3c2CCO3)ccn1	13µM*
Cc1ccc(C(=O)N2CCC(CCC(=O)NCCc3c[nH]c4ccccc34)CC2)cc1	-1%
CCOC(=O)C1CCN(S(=O)(=O)c2ccc3c(c2)NC(=O)C(C)C(=O)N3)CC1 (centres undefined)	-10%
O=C(COC(=O)c1cc(-c2cccs2)nc2ccccc12)NCC(F)(F)F	?

# Additional structures:
structure	KDM5B inhibitor
COc1ccc(-c2cc(C(=O)NC3CC3)c3ccccc3n2)c(OC)c1	35%
Cc1nn(C)cc1C(=O)N(Cc1cccc(Cl)c1)CC(C)C	15%
O=C(Nc1ccc(OCc2ccccc2)cc1)c1cccc2ccccc12	13%
O=C(NC1CCN(c2ccc(F)cc2)C1=O)c1ccc(Cl)s1 (centres undefined)	23%
Cc1nc(-c2ccc(S(=O)(=O)Nc3ccc(C(C)C)cc3)cc2)co1	-12%
O=C(c1ccc(N2CC3CC(C2)[C@H]2CCCC(=O)N2C3)nc1)N1CCC(Cc2ccccc2)CC1 (some centres undefined)	32µM*
O=c1c2nc(Nc3cccnc3)ccc2ncn1-c1ccc(F)cc1F	-21%[86.2 µM]
CCc1ccc(NC(=O)c2cnn(-c3c(C)cccc3C)c2C2CCNCC2)cc1	-19%
O=C(CN1C(=O)CC(c2ccccc2)Sc2ccccc21)Nc1cccc(Cl)c1 (centres undefined)	-4%
Cc1cccc(C)c1NS(=O)(=O)c1cc(-c2ccno2)oc1C	8%
O=C(O/N=C1\CCCc2oc3c(c21)CCCC3)c1ccc(Cl)cc1	-2%
CC(C)(C)c1ccc(C(=O)NCc2ccco2)cc1	12%

# (listing goes on)
structure	KDM5B inhibitor
O=S(=O)(c1ccc2oc(Nc3cccc(F)c3)nc2c1)N1CCCCC1	-24%
O=C(N/N=C/c1cccc(F)c1)C1CC1	8%
Nc1nccnc1C(=O)NCc1ccnc(OCc2ccccc2)c1	?
CC[C@H]1CN(C(=O)Nc2cccc(OC)c2)CC[C@H]1CC(=O)NCCN1CCOCC1	16%[86.2 µM]
CCC(=O)N1CCCCCCNC(=O)[C@@H]2C[C@@H](C(=O)NCCc3c[nH]c4ccccc34)C[C@@H]21	-11%
CC(C)NC(=O)CCc1cc2n(n1)CCN(C(=O)CN1CC(=O)NC1=O)C2	12%
COc1ccc(NC(=O)Nc2ccc(-c3nnc(-c4ccccc4)o3)cc2)cc1F	-3%
O=C(O)CCC(=O)N1N=C(c2ccc(Cl)cc2)CC1c1ccc2nccnc2c1 (centres undefined)	3%
Cc1ccc(-c2onc3ccc(C(=O)/C=C/N(C)C)cc23)cc1	?
COC(=O)CC1C(=O)NCCN1S(=O)(=O)c1ccc(F)cc1 (centres undefined)	19%
COc1ccc2[nH]c(C(=O)Nc3ccc4c(c3)OCO4)cc2c1	?
Cc1cc(C)n(CCC(=O)N2CCCC(c3noc(COc4ccccc4)n3)C2)n1 (centres undefined)	-8%

# Filtered by structure: those above with bromine.
structure	KDM5B inhibitor
CCC(=O)N1CCc2cc(Br)cc(S(=O)(=O)N3CCCC(C(=O)NCc4ccccc4)C3)c21 (centres undefined)	-35%
Cc1cc(NC(=O)Nc2nnc(N3CCCCCC3)s2)ccc1Br	0%

# (list continues)
structure	KDM5B inhibitor
CCC(=O)N1CCc2cc(Br)cc(S(=O)(=O)N3CCCC(C(=O)Nc4ccc(OC)cc4OC)C3)c21 (centres undefined)	0%
CCCN(C)c1nccnc1OC1CCN(C(=O)c2ccccc2OC)C1 (centres undefined)	28µM*
CC(O)CCNS(=O)(=O)c1ccc2c(c1)CN(C(=O)CN1CCOC1=O)CC2 (centres undefined)	-14%
CCOc1ccc(C(=O)Nc2ccc(-c3cc4ccccc4oc3=O)cc2)cc1Br	95%[activator]
Cc1cc(NC(=O)c2nccnc2N)ccc1Br	9%
COc1cc(-c2cc(N3C(=O)Nc4ccccc4N3O)n[nH]2)cc(OC)c1OC	?
COc1ccc(S(=O)(=O)N2CCC(C(=O)NCCN3CCOCC3)CC2)cc1OC	-7%
CCc1ccccc1NC(=O)C(=O)c1c(C)[nH]c2ccccc12	31%[activator]
O=C(NCC(c1cccs1)S(=O)(=O)c1cccs1)c1ccc(F)c(F)c1 (centres undefined)	-10%
Cc1ccc([N+](=O)[O-])c(C)c1N	20%
CC(=O)Nc1ccc(C(=O)N2CCC3(CC2)N=C(c2ccc(C)cc2)NO3)cc1	-17%
O=C(O)c1ccc(COc2ccccc2/C=N/O)cc1	8%

# (continued)
structure	KDM5B inhibitor
CCc1ccccc1NC(=O)CSc1nccn1C	-22%
CCOCCn1c(SCc2ccc(Cl)cc2)nc2c1c(=O)[nH]c(=O)n2C	16%
CCCN1CCN(c2nnc(-n3cccc3C(=O)Nc3ccccc3C(F)(F)F)s2)CC1	-29%
CN(Cc1ccc(F)cc1)S(=O)(=O)c1cccc2nsnc12	7%
Cc1oc(-c2ccc(C(=O)NC3CCCC3)cc2)nc1CS(=O)c1ccccc1 (centres undefined)	9%
O=C(NCc1ccco1)C1COC2(CCN(C(=O)c3ccc(F)cc3)CC2)N1C(=O)c1ccccc1 (centres undefined)	-14%
COc1ccc(C)cc1NC(=O)CCc1ccc(S(=O)(=O)N2CCOCC2)cc1	25%
Cc1nn(-c2ccc(F)cc2)c(-n2cccc2)c1C(=O)N1CCN(c2ccccc2)CC1	?
Cc1cccc2c1-c1sc(C(=O)Nc3ccc(F)cc3F)cc1CO2	?
CCOC(=O)c1sc(-c2cc(OC)c(OC)c(OC)c2)cc1NC(=O)c1cnccn1	9%
COc1ccc(NC(=O)C(=O)NCCN(C)C)cc1N1CCCCS1(=O)=O	12%
COc1ccc(/C=C(/NC(=O)c2ccco2)C(N)=O)cc1	-3%

# Next results.
structure	KDM5B inhibitor
COc1cccc(CC(=O)N2CCC(Cc3nc(-c4ccncc4)n[nH]3)C2)c1 (centres undefined)	19%
CS(=O)(=O)c1ccc2nc(NC(=O)c3cccc(Cl)c3)sc2c1	10%
COCCNC(=O)C1CCCN(C2CCN(C(=O)c3ccc(=O)[nH]n3)CC2)C1 (centres undefined)	-32%
CCCCCCCCNS(=O)(=O)/C=C/c1cc(C)ccc1CNC(=O)OC(C)(C)C	-5%
CCOCCOC(=O)C(C)Oc1ccc2c(=O)c(Oc3cc(C)cc(C)c3)c(C(F)(F)F)oc2c1 (centres undefined)	10%
CC(C)CCC(=O)N1CCN(Cc2ccco2)CC1	-1%
Nc1c(C(=O)Nc2ccccc2Cl)nnn1Cc1cccc(Cl)c1	?
Cn1c(=O)c2nc(SCC(=O)NCc3ccccc3Cl)n(C)c2n(C)c1=O	-1%

# 3 records picked at random from the list so far, as already listed:
structure	KDM5B inhibitor
CCCCCCCCNS(=O)(=O)/C=C/c1cc(C)ccc1CNC(=O)OC(C)(C)C	-5%
CCOCCOC(=O)C(C)Oc1ccc2c(=O)c(Oc3cc(C)cc(C)c3)c(C(F)(F)F)oc2c1 (centres undefined)	10%
CC(C)CCC(=O)N1CCN(Cc2ccco2)CC1	-1%

# The list is partial, so the mix of outcomes need not match the whole.
